ATXN2 expr inh – reduces ATXN2 reporter expression in HEK-293 cells | Potency, µM (highest dose often 57 µM), inactives show at the highest dose activity change, negative = inhibition, most hits filed as inhibitors | HEK-293 ATXN2-luciferase reporter, luminescence, 24 h | 360,000 compounds, 0.72% hits; further: potency means the concentration at half of the fitted maximal effect; on the % scale 0 is the no-effect control and ±100 the full control effect; nearly all actives have a fitted effect of over 55% in size
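ATXN2-luciferase reporter cells (luciferase flanked by upstream and downstream ATXN2 gene portions) were treated 24 h at 37 °C with compounds at up to 57 uM. SteadyGlo luminescence gave expression; GF-AFC fluorescence gave viability.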
IL1B secr inh – inhibitors of inflammasome signaling (IL-1 beta secretion). THP-1 LPS/ATP IL-1B secretion, AlphaLISA, 16 h; hits give low values. activity change, % at 57.5 µM. 360,000 compounds, 4.7% hits. AID 743279; in the data active means activity change below about -50%; inconclusive means mostly about -30% to -49%; further: on the % scale 0 is the no-effect control and ±100 the full control effect
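Secreted IL-1B measured by AlphaLISA bead assay after 16 h compound exposure of THP-1 cells; compounds (final up to 57.5 uM) added 1 h before LPS (250 ng/mL) and ATP (1.25 mM) stimulation; lower signal means less secretion.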
A549 viability – A549 cytotoxicity, counter-screen for Nrf2 inhibitors. A549 ARE-Fluc cells, CellTiter-Fluor viability, 18-24 h. Potency, µM (titrated, usually from 46 µM), without a hit: top-dose activity change, negative = cytotoxicity, most hits filed as inhibitors. 390,000 compounds, 0.16% hits. AID 504648; further: potency means the concentration at half of the fitted maximal effect; on the % scale 0 is the no-effect control and ±100 the full control effect
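Cytotoxicity counterscreen: CellTiter-Fluor fluorescence was measured in A549 ARE_Fluc cells after 18-24 h of compound exposure in a concentration series. The subsequent BugLite luminescent read reports ARE-luciferase activity.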
MCF10A rereplic – inducers of DNA re-replication in MCF 10A breast cells; AID 624296; 350,000 compounds, 2.9% hits; Potency, µM (highest dose often 46.1 µM), without a hit: at the top dose activity, positive = re-replication, actives largely listed as activators; MCF 10A DNA re-replication, Hoechst nuclear intensity, 48 h; further: potency means the concentration at half of the fitted maximal effect; % of control where 0% means no effect; nearly all actives have a fitted effect of over 50% in size
Nrf2 inh – Nrf2 pathway inhibition. A549 ARE-Fluc reporter, luciferase luminescence, 18-24 h. Potency, µM (series often up to 46 µM), for the others: at the top dose activity change, negative = inhibition, usual class: inhibitors. 360,000 compounds, 2.1% hits; further: potency means the concentration at half of the fitted maximal effect; on the % scale 0 is the no-effect control and ±100 the full control effect; nearly all actives have a fitted effect of over 60% in size
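Reporter: ARE-Fluc in A549. Exposure: 18-24 h, 37 °C, 5% CO2, 5% FBS OPTI-MEM. Readouts: fluorescent cytotoxicity (CellTiter-Fluor), then luminescent Nrf2 signal after BugLite.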
Nrf2 activator – Nrf2 pathway activation. AREc32 ARE-luciferase reporter (MCF7-derived line), luminescence, 24 h. Potency, µM (highest dose often 46.1 µM), without a hit: top-dose activation, actives largely listed as activators. 410,000 compounds, 0.31% hits; further: potency means the concentration at half of the fitted maximal effect; % of control where 0% means no effect; nearly all actives have a fitted effect of over 65% in size
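Quantitative high-throughput format: AREc32 reporter cells, 1000 per well, received compound by pin transfer and were incubated 24 hr at 37 deg C, 5% CO2, before Steady-Glo luminescence detection.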
TGFb inhibitor – TGF-b pathway inhibition; HepG2 CAGA-GFP TGF-b/SMAD3 reporter, GFP fluorescence, 18 h; TGF-beta stimulated, 500 pg/mL final; Potency, µM (doses to about 46.1 µM), for the others: top-dose activity, negative = inhibition, hits mostly inhibitors; 410,000 compounds, 1.2% hits; AID 588855; further: potency means the concentration at half of the fitted maximal effect; on the % scale 0 is the no-effect control and ±100 the full control effect; nearly all actives have a fitted effect of over 65% in size
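HEPG2 CAGA-GFP, 1000 cells/well; 2 h settle, 37 C; cpd via pin tool; TGF-b 500 pg/mL final; 18 h, 37 C; GFP imaging ex488/em500-530; %Activity normalised to -TGF-b and +DMSO controls; CRC fit, curve class.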
HepG2 viability – counter-screen for TGF-b inhibitors: cytotoxicity in HepG2 cells | 410,000 compounds, 0.76% hits | HepG2 CAGA-GFP viability, ATP luminescence, 18 h | AID 588856 | Potency, µM (top dose mostly 46.1 µM), without a hit: at the highest dose activity change, negative = cytotoxicity, hits mostly cytotoxic; further: potency means the concentration at half of the fitted maximal effect; some results filed as inactive show a strong effect at the top dose
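CellTiter-Glo luminescence gave cytotoxicity after 18 hours at 37 degrees C. The cells were HepG2 CAGA-GFP in 1% FBS DMEM, stimulated with 500 pg/mL TGF-beta after compound addition. %Activity was normalised to no-cell wells (complete cell-killing) and DMSO (no toxicity), and curves were fitted and classified.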
S2 tox – viability counter-screen for ATXN expression inhibitors | S2 cells (HEK-293 line with an ATXN2-luciferase reporter) viability, CellTiter-Fluor protease fluorescence, 24 h | Potency, µM (doses to about 56.7 µM), most hits filed as cytotoxic | 400,000 compounds, 0.49% hits | AID 651635; further: potency means the concentration at half of the fitted maximal effect; nearly all actives have a fitted effect of over 40% in size
* hit, by the source's call; i = inactive; u = inconclusive; x = not tested or not shown; & = joins results of further samples; [ ] = another dose, or the depositor's remark. Unless noted, the call rests on the fitted dose curve; in most records, active means well fitted curve in the direction sought with a large enough effect; inconclusive means small, poorly fitted or top-dose-only effect, or another doubt; inactive means no such curve, though single readings can be large; an effect the other way counts as inactive or inconclusive.

Second line of a record – ATXN2 expr inh | IL1B secr inh | A549 viability | MCF10A rereplic | Nrf2 inh | Nrf2 activator | TGFb inhibitor | HepG2 viability | S2 tox
O=C(CC1C(=O)OCCN1Cc1ccccc1)Nc1cccc(C(F)(F)F)c1 (stereo not given)
  -16.1% | x | -0.6% | x | -21.4% | 7.8% | -24.8% | -19.8% | i
CCOc1ccc(C(C)C)cc1S(=O)(=O)N1CCOCC1
  -7.6%[11.3 µM] | 0.9 | -7.0% | 2.5% | -0.9% | -0.7% | -19.4% | 16.5% | i
CC(=O)NC(c1cc(Cl)c2cccnc2c1O)C(C)C (stereo not given)
  5.62µM* | x | -12.0% | -50.6%[inhibitor] | 20.6µM* | -0.3% | 6.31µM* | -27.0% | 5.01µM*
Cc1ccc2nc(N/C(=N/S(=O)(=O)c3cccs3)c3ccccc3Cl)sc2c1
  4.8% | 28.5 | -2.1% | 23.0% | u | 2.5% | u | -21.8% | i
COC(=O)c1onc(-c2c(OC)cc(OC)cc2OC)c1C(=O)OC
  -2.8% | 25.8 | -0.4% | 3.5% | 0.4% | 0.2% | u | 5.0% | i
COc1cccc(NC(=O)CSc2nc(-c3ccccc3)nc3c2Cc2cc(Cl)ccc2O3)c1
  8.3% | x | 3.5% | x | 6.5% | 5.9% | 1.8% | 1.8% | u
CCc1nc(C)ccc1OCC(=O)O
  3.1% | 4.1 | -0.5% | -1.9% | x | -0.9% | 21.2% | 36.8% | i
O=S(=O)(c1ccc2ccccc2c1)N1CCCCCC1
  13.2% | -1.9 | 3.8% | -2.1% | -5.9% | 0.2% | 10.3% | -30.5% | i
CC(C)Cn1cnc2c1c(=O)n(CC(=O)N(C)C)c(=O)n2Cc1ccccc1
  -15.8% | 0.0 | 2.5% | -3.4% | -5.2% | -0.6% | 3.8% | -53.5% | i
Cc1c(C(=O)N2CCCCC2)c(S(=O)(=O)N2c3ccccc3CC2C)c(C)n1C (stereo not given)
  14.3% | 19.0 | 0.9% | -1.2% | 6.7% | -0.3% | 7.7% | 0.4% | i
O=C(COC(=O)c1ccc(O)cc1)Nc1ccccc1[N+](=O)[O-]
  -16.6% | 0.0 | -9.2% | 20.9% | -1.4% | 3.1% | 10.1% | 1.0% | i
Cc1ccc(CCCOC(=O)C[N+]2(C)CCOCC2)cc1
  1.4% | 0.0 | 2.2% | 1.0% | 12.0% | 0.0% | 1.4% | 4.6% | i
S=C(c1ccc(-c2ccc(Cl)cc2Cl)o1)N1CCCCC1
  63.8%[activator] | -11.6 | -9.5% | u | u | 3.5% | u | -20.8% | i
O=C1c2ccccc2C(=O)N1CCc1csc(NNc2nc(CCN3C(=O)c4ccccc4C3=O)cs2)n1
  2.0%[11.3 µM] | -18.1 | 1.4% | -0.9% | -9.4% | 2.4% | -6.5% | 2.4% | i
O=C(NCc1cccnc1)c1[nH]c(C(F)(F)F)nc1-c1ccccc1
  3.0% | 36.7 | x | x | x | 0.4% | -7.8% | -2.3% | i
COCCCN1C(=O)CS/C1=N\S(=O)(=O)c1ccccc1
  2.2% | -3.1 | -2.5% | -1.2% | 10.2% | 0.1% | 7.4% | 4.9% | i
Cc1ccc(CNC(=O)CS(=O)(=O)Cc2nc(-c3ccccc3C)oc2C)cc1
  -6.0% | x | -17.1% | x | u | -0.1% | u | -50.7% | i
CCC(=O)N1c2ccccc2C(N(C(C)=O)c2ccccc2)CC1C (stereo not given)
  68.4%[activator] | 133.9 | -4.0% | 13.3% | 7.8% | 12.3% | 11.3% | -12.7% | i
O=C1CN(S(=O)(=O)c2ccccc2)c2ccccc2N1
  4.7% | 23.0 | -8.5% | 10.7% | -15.7% | 0.1% | 3.9% | -3.1% | i
CCOC(=O)CSc1nnc(CNC(=O)c2ccco2)n1C
  1.4% | 0.0 | 3.1% | 3.2% | 7.4% | 0.0% | -0.3% | 2.1% | i
Oc1ccccc1OCC(O)c1ccccc1 (stereo not given)
  -8.4% | -2.9 | -0.3% | -5.7% | 3.0% | -0.5% | 18.8% | 15.2% | i
CN1CCN(c2ccc(NC(=O)c3ccc(-c4cccc([N+](=O)[O-])c4)o3)cc2)CC1
  -19.9% | -54.8* | -7.4% | -5.0% | 22.4% | u | 0.3% | -25.9% | i
Cc1ccc(-n2cccc2/C=C2/NC(=O)N(CC(=O)Nc3cccc(C)c3)C2=O)cc1
  -7.9% | -0.4 | -3.3% | -2.4% | -0.2% | 14.5% | 9.6% | 15.4% | i
CCN1CCCC1CNS(=O)(=O)c1ccc(C(=O)Nc2ccccc2)cc1 (stereo not given)
  -6.3% | 8.6 | 20.3% | -0.8% | x | -0.2% | 2.9% | -12.6% | i
CCOCCCn1cnc2c(c1=O)c1nc3ccccc3nc1n2-c1ccc(C)cc1
  -14.1% | -17.6 | 15.1% | 14.2% | u | -0.3% | -0.8% | -1.4% | i
COCCNC(=O)c1c[nH]c2ccc(S(=O)(=O)N3CCc4ccccc43)cc2c1=O
  x | u | -9.0% | -7.2% | 16.4µM* | 0.0% | -25.2% | -57.0% | i
Cc1cc(C)c(C#N)c(SCC(=O)N(C)C2CCCCC2)n1
  -0.6% | u | 21.7% | 12.0% | 2.1% | 0.1% | u | -11.9% | i
CCOC(=O)CN1C(=O)S/C(=C\c2ccc(-c3cccc(C(=O)O)c3C)o2)C1=O
  33.4%[activator] | 25.2 | -11.5% | 21.2% | u | 3.9% | 13.2% | -72.6% | i
COc1ccccc1/C=C1\S/C(=N/NC(=O)c2cccc(Br)c2)NC1=O
  -10.5% | -13.2 | -9.4% | 10.3µM* | -22.7% | 3.5% | -27.1% | -41.2% | i
O=C1CC(N2CCN(S(=O)(=O)c3cccc(C(F)(F)F)c3)CC2)C(=O)N1Cc1ccccc1 (stereo not given)
  -1.0% | 0.0 | -3.5% | -1.5% | 8.8% | 0.1% | -0.7% | -0.9% | i
COc1ccc(C2CC(=O)Nc3ccccc3S2(=O)=O)cc1OC (stereo not given)
  4.7% | 7.8 | 5.3% | -1.0% | 4.8% | 0.4% | u | 23.6% | i
CCOc1ccc(OCc2cccc(C(=O)N/N=C/c3cccnc3)c2)cc1
  2.12µM* | 29.4 | -15.4% | u | u | -3.7% | 11.0% | -37.5% | i
CCc1c(C)nc2ncnn2c1N1CCC(C(=O)NCc2ccc3c(c2)OCO3)CC1
  -2.3% | 0.0 | 1.6% | -0.4% | -21.0% | 0.1% | u | 12.9% | i
COc1ccc(NC(=O)c2sc3nc(N4CCOCC4)c4c(c3c2N)CCCC4)c(OC)c1
  0.7% | 8.9 | -3.0% | 9.2% | 7.2% | 0.0% | -0.7% | 1.9% | i
O=S(=O)(Nc1ccc(-c2ccc(N3CCCC3)nn2)cc1)c1cc(F)ccc1F
  20.1% | x | -13.4% | x | x | 5.2% | 4.6% | -21.9% | i
O=C(CN1CCC(n2nnc3cc(F)ccc32)CC1)NCc1ccco1
  -0.7% | 9.5 | -1.2% | 2.8% | 2.1% | 0.3% | 5.1% | 14.3% | i
CCOCCn1c(SCc2ccc(C)cc2)nc2c1c(=O)[nH]c(=O)n2C
  3.0% | 23.3 | 18.1% | 11.7% | u | 1.0% | 0.2% | 7.2% | i
CCOc1ccc2nc(N3CCCC(C(=O)NCCCN4CC(C)CC(C)C4)C3)sc2c1 (stereo not given)
  -27.2% | -53.5* | u | 15.0% | u | 10.7% | u | -94.5% | u
O=C(/C=C\NCC(=O)c1ccccc1)c1ccc(F)cc1
  20.5% | 14.4 | 2.3% | 15.9% | 18.4% | 3.0% | u | -5.8% | i
CCOC(=O)C1CCN(CC(=O)Nc2cc(C)c3c(=O)oc4ccccc4c3n2)CC1
  -1.3% | x | 6.1% | x | 24.8% | 10.8% | -18.8% | -20.2% | i
CSc1ccc(CNC(=O)CCn2ccc3cc(S(=O)(=O)N4CCCC4)ccc32)cc1
  -11.6%&-23.4% | -28.1 | -1.9%&-4.4% | 0.2% | -8.2%&-20.9% | 3.1%&1.0% | -1.9%&4.7% | -11.3%&-17.2% | i
Cc1ccc(-n2cccn2)c(CN2CCCC(C(=O)c3sccc3C)C2)c1 (stereo not given)
  u | -95.2* | -25.0% | 26.1% | u | 6.4% | u | -20.6% | u
CCN(C[C@H]1N[C@@](Cc2ccccc2)(C(=O)OC)[C@H]2C(=O)N(Cc3ccccc3)C(=O)[C@@H]12)C(=O)Nc1ccc(C(F)(F)F)cc1
  u | u | u | u | u | 0.2% | u | -0.2% | u
Cc1cccc(S(=O)(=O)c2c(N)n(Cc3ccco3)c3nc4ccccc4nc23)c1
  u | 0.0 | -19.2% | u | u | 0.1% | -8.6% | -26.7% | i
CCOC(=O)c1ccc(NC(=O)CCNS(=O)(=O)c2cccs2)cc1
  -1.1% | 21.6 | 0.0% | 16.0% | 4.1% | 0.3% | 3.4% | -20.0% | i
O=C(NCCCN1CCCC1)c1[nH]c(C(F)(F)F)nc1-c1ccccc1
  -15.5% | 0.1 | x | x | x | -1.3% | 4.4% | 11.3% | i
Cc1cc(C)c2nc(N3CCCC(C(=O)NCc4ccccc4F)C3)sc2c1 (stereo not given)
  x | x | -7.7% | x | 28.2% | 0.0% | u | -24.8% | x
COc1cc(-c2nc3oc4ccccc4c(=O)c3c(=O)n2Cc2ccco2)cc(OC)c1OC
  81.0%[activator] | u | 0.7% | u | u | 2.6% | 16.3% | -2.8% | i
Cc1ccc(CNC(=O)C2CCCN(S(=O)(=O)c3c(C)n[nH]c3C)C2)cc1 (stereo not given)
  -2.7% | 0.0 | 9.2% | u | -2.0% | -0.4% | 4.9% | -0.1% | i

Three entries from above, ordered by their value in Nrf2 activator, lowest first.
| SMILES | Nrf2 activator |
| --- | --- |
| CCc1nc(C)ccc1OCC(=O)O | -0.9% |
| CCOC(=O)c1ccc(NC(=O)CCNS(=O)(=O)c2cccs2)cc1 | 0.3% |
| O=C(NCc1cccnc1)c1[nH]c(C(F)(F)F)nc1-c1ccccc1 | 0.4% |
